CHRM4 PAM: potentiates acetylcholine response at human M4 receptor; CHO-K1 hM4/Gqi5, Fluo-8 calcium fluorescence, ACh EC20; 0% = ACh EC20, 100% = maximal ACh; P08173; hit rate 0.4% among 360,000; activation, % at 3 µM; AID 624126;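 active = activation above its plate's cutoff, the mean activation of sample wells plus 3 SD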; note: some results filed as inactive read as strong as hits
GalR3 antag: human GalR3 antagonism | inhibition, % at 3 µM | hit rate 0.44% among 360,000 | AID 651719 | HEK293 GalR3-CNG cAMP membrane potential fluorescence; galR3 body fused to GalR1 C-terminus;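 active = inhibition above the screen-wide average plus 3 SD, cut at about 13% in these data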;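 note: forskolin and galanin both at EC90 stimulate the cells; cAMP rise reported by CNG channel membrane potential dye signal; 0% = forskolin plus galanin with DMSO and 100% = forskolin alone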
Target sequence (O60755 1-299 limits assumed): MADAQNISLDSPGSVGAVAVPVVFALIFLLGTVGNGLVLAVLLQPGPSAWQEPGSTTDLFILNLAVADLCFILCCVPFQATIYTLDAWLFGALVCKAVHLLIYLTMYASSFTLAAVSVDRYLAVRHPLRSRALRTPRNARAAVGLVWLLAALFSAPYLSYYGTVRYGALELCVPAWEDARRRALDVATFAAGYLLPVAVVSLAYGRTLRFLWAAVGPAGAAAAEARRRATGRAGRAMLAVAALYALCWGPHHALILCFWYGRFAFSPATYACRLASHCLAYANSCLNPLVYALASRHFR
IDE act: activators of human insulin-degrading enzyme in cells; P14735; HEK cells, FAbeta-B cleavage, fluorescence polarization; 0% vehicle, 100% cell-free pure enzyme wells; activation, % at 5.96 µM; hit rate 0.073% among 340,000; AID 493087;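 active = activation above the mean of all tested compounds plus 3 SD, set per screening campaign, cut at about 17% in these data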
MEKK3 PB1 HTS: raises or lowers MEK5 binding to the human MEKK3 PB1 domain. Q99759. bead-based flow cytometry, Alexa488-MEK5 binding to MEKK3; actives lie on both sides; 0 = blocked by unlabeled MEK5, 100 = vehicle. binding response (% of control), % at 10 µM. hit rate 1.4% among 290,000. AID 1529;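 active = binding response more than 3 SD above or below the average of its plate-row segment, actives on both sides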;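 note: Alexa488 bead fluorescence after subtracting the streptavidin-only scavenger bead signal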
Target sequence (Q99759 whole entry, looked up, the tested form may be a part): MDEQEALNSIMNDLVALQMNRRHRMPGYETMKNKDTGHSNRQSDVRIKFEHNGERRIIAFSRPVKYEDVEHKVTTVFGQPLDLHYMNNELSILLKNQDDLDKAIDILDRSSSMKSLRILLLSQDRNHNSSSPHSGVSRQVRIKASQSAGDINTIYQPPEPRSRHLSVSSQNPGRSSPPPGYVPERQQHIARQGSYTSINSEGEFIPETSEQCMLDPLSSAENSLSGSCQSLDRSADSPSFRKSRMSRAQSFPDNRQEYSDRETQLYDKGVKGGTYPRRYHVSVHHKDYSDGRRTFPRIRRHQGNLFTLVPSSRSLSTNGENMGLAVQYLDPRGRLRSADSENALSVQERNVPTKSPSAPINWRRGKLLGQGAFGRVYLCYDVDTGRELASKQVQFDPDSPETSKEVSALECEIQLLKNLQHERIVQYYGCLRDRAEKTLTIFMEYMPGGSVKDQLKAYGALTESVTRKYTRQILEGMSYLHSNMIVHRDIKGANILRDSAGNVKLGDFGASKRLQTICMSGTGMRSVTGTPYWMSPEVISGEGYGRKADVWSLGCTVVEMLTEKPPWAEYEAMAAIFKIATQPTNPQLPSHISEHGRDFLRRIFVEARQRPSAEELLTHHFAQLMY
CRFR2-BP antag: CRF-BP/CRF-R2 complex antagonism | HEK293 CRF-R2/CRF-BP, CRF-induced calcium fluorescence | inhibition, % at 11.8 µM | hit rate 0.59% among 350,000;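 active = inhibition of the ligand-induced calcium signal above about 50% at the single tested concentration, limit read from the data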
PHOSPHO1 inh: PHOSPHO1 (human) inhibition. Q8TCT1. recombinant PHOSPHO1, absorbance phosphatase assay. inhibition, % at 13.3 µM. hit rate 1.1% among 290,000; in the data active = inhibition above about 60%
IDE cell inh: cellular human IDE inhibition. P14735. HEK cells, FAbetaB cleavage, fluorescence polarization. inhibition, % at 5.59 µM. hit rate 0.41% among 320,000. AID 434962;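 active = percent inhibition above the average of all tested compounds plus 3 SD, set per screening campaign, cut at about 16% in these data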;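 note: IDE supplied by intact live HEK cells; FP after avidin binding of uncleaved biotin substrate so inhibition keeps polarization high; 0% = DMSO wells and 100% = 60 µM reference IDE inhibitor Ii1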
CRFR2-BP ag: CRF-BP/CRF-R2 complex agonism. HEK293 CRF-R2/CRF-BP, calcium dye fluorescence (FLIPR); percent of saturating CRF peptide response. activation, % at 13.2 µM. hit rate 0.46% among 350,000;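 active = activation of at least 50%, plus an integration ratio under a set limit after plate pattern correction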;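 note: plate controls were neutral control wells without compound for no effect and CRF at EC100 for full effect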
p-CIP stab down: compounds decreasing mouse p/CIP protein stability. Q05BA5. F442A p/CIP-EGFP cells, EGFP fluorescence, 16 h. decrease of EGFP signal, % at 10 µM. hit rate 0.01% among 290,000. AID 1984;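 active = EGFP signal decrease of at least 30% at 10 µM or well 3 SD below plate mean, unless failing retest; inactive = the rest, including hits failing retest or dose response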; note: some compounds called inactive have numbers as strong as hits; many of its hits are not listed in these tables
The depositor's hits bear a star; nt = not tested or not shown.

Short forms: A = CHRM4 PAM; B = GalR3 antag; C = IDE act; D = MEKK3 PB1 HTS; E = CRFR2-BP antag; F = PHOSPHO1 inh; G = IDE cell inh; H = CRFR2-BP ag; I = p-CIP stab down
> O=C(O)COc1ccc2oc3ccccc3c2c1
  A: 2	B: -5	C: 1	D: 102	E: 2	F: 53	G: 0	H: -2.5	I: 6
> COc1cccc(CN2CC(C(=O)NC3CCC(O)CC3)CCC2=O)c1 (stereo unspecified)
  A: -3	B: -4	C: 8	D: 106	E: -2	F: -9	G: 6	H: 5.5	I: 6
> COc1ccc(CCNC(=O)C2CC(=O)N(c3ccccc3)C2)cc1OC (stereo unspecified)
  A: 1	B: -5	C: 3	D: 111	E: -8	F: -4	G: 1	H: -0.2	I: -4
> Cc1nn(C)cc1CN(C)C(=O)c1ccc(OC2CCN(Cc3ccccn3)CC2)cc1
  A: -4	B: 0	C: 5	D: 101	E: 57*	F: 7	G: 4	H: 1.9	I: 7
> CC(C)CCNC(=O)C1CCN(S(=O)(=O)c2ccc3nc4c(c(C(=O)O)c3c2)CCCCC4)CC1
  A: 0	B: -10	C: 6	D: 101	E: 3	F: 30	G: -4	H: -1.7	I: 4
> CCCCOC(=O)c1cccc(NC(=O)CC)c1
  A: 1	B: -3	C: -2	D: 102	E: 9	F: -17	G: 2	H: 1.2	I: 0
> CC1(C(=O)N/N=C/c2ccc([N+](=O)[O-])o2)CC1(Br)Br (stereo unspecified)
  A: -2	B: -2	C: 1	D: 132*	E: 2	F: 1	G: -8	H: 2.2	I: -6
> CC(=O)OCC(=O)NCC(=O)c1c[nH]c2ccccc12
  A: 11	B: -1	C: 0	D: 100	E: -5	F: -1	G: -3	H: 4.8	I: -5
> c1ccc2sc(N3CCOCC3)nc2c1
  A: 6	B: -4	C: 2	D: 93	E: 11	F: -4	G: 6	H: -3.2	I: 2
> CC(C)C[C@@H](CNC(=O)OC(C)(C)C)NC(=O)c1nc[nH]c1C(=O)N[C@@H](CC(C)C)C(=O)CNC[C@H](CC(C)C)NC(=O)c1nc[nH]c1C(=O)N[C@@H](Cc1c[nH]c2ccccc12)C(=O)OC(C)(C)C
  A: 10	B: 1	C: 5	D: nt	E: 9	F: nt	G: -2	H: 1.1	I: nt
> COc1ccc(C(=O)NC(=S)NNC(=O)c2ccc(NC(=O)C(C)C)cc2)cc1
  A: 5	B: -8	C: -5	D: 104	E: -12	F: 9	G: 2	H: -1.2	I: -3
> Cc1cccc(C(=O)OCC(=O)NCCCc2ccccc2)c1
  A: 1	B: -1	C: nt	D: 96	E: 13	F: 20	G: 11	H: -1.6	I: -4
> CC(C)(C)c1nc(SCC(=O)Nc2ccc(N3CCOCC3)cc2)c2ccccc2n1
  A: -3	B: -3	C: 6	D: 105	E: -17	F: 49	G: 1	H: -0.9	I: -3
> CC(C)C(NC(=O)c1ccc(Cl)c([N+](=O)[O-])c1)C(=O)NCc1ccccn1 (stereo unspecified)
  A: 0	B: -2	C: 3	D: nt	E: -5	F: nt	G: -1	H: -2.6	I: nt
> CCN(CC)CCCN1C(=O)C(=O)/C(=C(/O)c2ccccc2)C1c1cc(OC)ccc1OC (stereo unspecified)
  A: 2	B: 0	C: -3	D: 104	E: -5	F: 2	G: -12	H: 1.2	I: -7
> O=C(CCC(=O)c1cccs1)NCc1ccccc1
  A: -2	B: 1	C: 11	D: 105	E: 0	F: 13	G: 5	H: -1.0	I: -6
> CC1CCCC(NC(=O)C2CCC(CNc3c(N4CCCCC4)c(=O)c3=O)CC2)C1C (stereo unspecified)
  A: 13	B: 2	C: -2	D: 99	E: -5	F: 22	G: 2	H: 0.3	I: 10
> O=C1CCCC2=C1C(c1cccs1)Nc1ccc3ncccc3c12 (stereo unspecified)
  A: 7	B: -4	C: -3	D: 97	E: -20	F: 34	G: 4	H: 0.0	I: -7
> O=c1c2ccccc2nc(SCc2ccccc2Cl)n1Cc1ccccc1
  A: 0	B: -3	C: 2	D: 103	E: -23	F: 26	G: 5	H: 2.7	I: -1
> COc1cc(OC)c(NC(=O)c2csc(C)c2)cc1Cl
  A: 6	B: 1	C: -4	D: 101	E: 8	F: 29	G: -2	H: -0.2	I: 7
> O=C(NCCc1ccccc1F)c1ccc2c(c1)OCCO2
  A: -2	B: -4	C: 10	D: 102	E: 5	F: 18	G: -7	H: -1.0	I: -11
> O=C(Nc1ccc2c(c1)CCC2)Nc1ccccc1Cl
  A: -3	B: -2	C: 0	D: 100	E: 0	F: 26	G: 7	H: 0.6	I: -7
> O=C(CC(C(=O)O)c1c[nH]c2ccccc12)c1ccccc1 (stereo unspecified)
  A: 5	B: -3	C: 3	D: 88	E: -1	F: 23	G: 0	H: 0.4	I: -18
> COC(=O)[C@H](CCSC)NC(=O)c1cccnc1SC
  A: 1	B: -5	C: -2	D: 95	E: 2	F: -145	G: 4	H: -0.8	I: -5
> CC(C)c1nc2oc3c(NCc4cccnc4)ncnc3c2c2c1CCC2
  A: -6	B: -5	C: 2	D: 100	E: -57	F: -16	G: 3	H: -0.7	I: 10
> Cc1ccc(C)c(S(=O)(=O)N2CCCCC2CCNC(=O)C(=O)NC2CC2)c1 (stereo unspecified)
  A: 6	B: -3	C: 3	D: nt	E: 3	F: nt	G: -2	H: -4.8	I: nt
> O=C(NCc1ccco1)C1c2ccccc2Oc2ccccc21
  A: -8	B: -1	C: 1	D: 100	E: 1	F: 18	G: 3	H: 0.5	I: -4
> COc1cc2cccc(OC)c(=O)c2c(O)c1OC
  A: 8	B: -3	C: -4	D: 97	E: 31	F: -7	G: 4	H: -0.6	I: -5
> O=C(CNc1cccc(S(=O)(=O)N2CCCCC2)c1)Nc1cccc(F)c1
  A: 1	B: -5	C: 2	D: nt	E: 2	F: nt	G: 6	H: 2.3	I: nt
> C=CCSc1nc2sc3c(c2c(=O)[nH]1)CCC3
  A: 16	B: -5	C: -3	D: 100	E: -29	F: 41	G: 9	H: -2.6	I: 6
> COc1ccccc1CNC(=O)CSc1nn2c(=O)c(C(C)(C)C)nnc2s1
  A: -1	B: -6	C: 7	D: 114	E: 5	F: 20	G: 0	H: 1.0	I: -8
> Cc1cc(OC(=O)c2ccc(Cl)cc2Cl)c([N+](=O)[O-])c(=O)[nH]1
  A: 8	B: -1	C: -1	D: 104	E: 26	F: 15	G: -1	H: -0.1	I: -16
> CC(Sc1nnc(Cc2ccc3c(c2)OCO3)o1)C(N)=O (stereo unspecified)
  A: -6	B: -1	C: 6	D: 133*	E: 15	F: 41	G: -1	H: -0.8	I: -8
> CCCCNC(=O)c1onc(CS(=O)(=O)c2ccccn2)c1C(=O)NCCCC
  A: 0	B: -4	C: -1	D: nt	E: 3	F: nt	G: 8	H: -0.8	I: nt
> CCOc1ccc(CCNC(=O)COC(=O)c2ccc[nH]c2=O)cc1OCC
  A: 9	B: -3	C: 0	D: nt	E: 2	F: nt	G: -4	H: -1.7	I: nt
> CC(=O)Nc1cccc(NC(C)=C(C#N)C#N)c1
  A: 6	B: -3	C: 1	D: 99	E: 18	F: -9	G: -2	H: 1.2	I: -15
> O=C(/C=C/c1ccco1)Nc1ccc(Cl)c(S(=O)(=O)N2CCOCC2)c1
  A: -14	B: -6	C: 1	D: 110	E: -17	F: 20	G: 1	H: -1.4	I: -1
> COc1ccc(C2C(C#N)=C(N)Oc3cc(C)n(CCN4CCOCC4)c(=O)c32)cc1OC (stereo unspecified)
  A: 3	B: 0	C: 8	D: 83	E: 7	F: 11	G: 1	H: 1.2	I: -11
> COCCNC(=O)Cn1cnc2c1c(=O)n(C)c(=O)n2C
  A: 4	B: 3	C: 4	D: 110	E: 3	F: -4	G: 1	H: -1.2	I: 12
> C[C@@H]1Cn2cnc(C(=O)Nc3ccc(CNC(=O)OC(C)(C)C)cc3)c2C(=O)N1
  A: 11	B: 2	C: nt	D: nt	E: 14	F: nt	G: nt	H: 3.5	I: nt
> S=C(c1ccc(N2CCCC2)c(Br)c1)N1CCCCC1
  A: -8	B: 2	C: 3	D: 101	E: 1	F: 43	G: 4	H: 0.1	I: -3
> O=C(CN1CCOCC1)c1c[nH]c2ccccc12
  A: 4	B: -4	C: 6	D: 107	E: -23	F: -14	G: -3	H: 0.4	I: -10
> CCOc1ccc(N2CC(C(=O)NCCN3C(=O)S/C(=C\c4cccnc4)C3=O)CC2=O)cc1 (stereo unspecified)
  A: -7	B: -5	C: 3	D: 99	E: 7	F: -41	G: 3	H: 0.7	I: -5
> C#CCSc1nnc(CNS(=O)(=O)c2ccc(Br)cc2)n1C
  A: 12	B: 0	C: -5	D: 102	E: -1	F: 14	G: -2	H: -2.1	I: 8
> O=C(CCSc1nc2ccccc2o1)Nc1ccccc1
  A: -4	B: -11	C: -3	D: 104	E: 15	F: nt	G: 7	H: -0.6	I: 0
> CC(=O)Nc1ccc(S(=O)(=O)NCCNc2ccccc2[N+](=O)[O-])cc1
  A: 5	B: 3	C: 1	D: 128*	E: 27	F: 6	G: -5	H: -3.7	I: 8
> Cc1nc(N)[nH]c(=O)c1CCCNc1ccc(CCC2(CCl)OCCO2)cc1
  A: 4	B: 1	C: 0	D: nt	E: -10	F: nt	G: nt	H: -1.8	I: nt
> Cc1cc(-c2cc(C(=O)NC3CCCC3)on2)nc(NCC2CC2)n1
  A: 2	B: -5	C: -1	D: 91	E: 2	F: -9	G: 5	H: -3.6	I: -4
> N#Cc1ccccc1OCC(=O)NCCNC(=O)COc1ccccc1C#N
  A: 8	B: 4	C: -1	D: nt	E: 0	F: nt	G: 0	H: 0.9	I: nt
> COc1ccc(N2CCN(C3CCCN(Cc4cccc(C)c4)C3)CC2)cc1 (stereo unspecified)
  A: -1	B: -10	C: 1	D: 107	E: 10	F: -26	G: -2	H: -0.2	I: -8

A draw from above in order of SMILES length, high to low:
Short forms: A = CHRM4 PAM; B = GalR3 antag; C = IDE act; D = MEKK3 PB1 HTS; E = CRFR2-BP antag; F = PHOSPHO1 inh; G = IDE cell inh; H = CRFR2-BP ag; I = p-CIP stab down
> CCOc1ccc(N2CC(C(=O)NCCN3C(=O)S/C(=C\c4cccnc4)C3=O)CC2=O)cc1 (stereo unspecified)
  A: -7	B: -5	C: 3	D: 99	E: 7	F: -41	G: 3	H: 0.7	I: -5
> C[C@@H]1Cn2cnc(C(=O)Nc3ccc(CNC(=O)OC(C)(C)C)cc3)c2C(=O)N1
  A: 11	B: 2	C: nt	D: nt	E: 14	F: nt	G: nt	H: 3.5	I: nt
> O=C(/C=C/c1ccco1)Nc1ccc(Cl)c(S(=O)(=O)N2CCOCC2)c1
  A: -14	B: -6	C: 1	D: 110	E: -17	F: 20	G: 1	H: -1.4	I: -1
> Cc1nc(N)[nH]c(=O)c1CCCNc1ccc(CCC2(CCl)OCCO2)cc1
  A: 4	B: 1	C: 0	D: nt	E: -10	F: nt	G: nt	H: -1.8	I: nt
> S=C(c1ccc(N2CCCC2)c(Br)c1)N1CCCCC1
  A: -8	B: 2	C: 3	D: 101	E: 1	F: 43	G: 4	H: 0.1	I: -3

From PubChem BioAssay

Compounds were not picked by outcome. Share with any hit: about 4.2%.
